# USP2a block – USP2a (human) protease inhibition; AID 463254; USP2 core, Ub-CHOP2 coupled fluorogenic reporter, 485/531; O75604; 330,000 compounds, 0.01% hits; Potency, µM (doses to about 38.3 µM), for the others: at the highest dose activity change, negative = inhibition, usual class: inhibitors;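 note: potency is the fitted concentration of half-maximal effect; plate controls were DMSO wells for no effect and full inhibition by NEM control for full effect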
# Target sequence (O75604 whole entry, looked up): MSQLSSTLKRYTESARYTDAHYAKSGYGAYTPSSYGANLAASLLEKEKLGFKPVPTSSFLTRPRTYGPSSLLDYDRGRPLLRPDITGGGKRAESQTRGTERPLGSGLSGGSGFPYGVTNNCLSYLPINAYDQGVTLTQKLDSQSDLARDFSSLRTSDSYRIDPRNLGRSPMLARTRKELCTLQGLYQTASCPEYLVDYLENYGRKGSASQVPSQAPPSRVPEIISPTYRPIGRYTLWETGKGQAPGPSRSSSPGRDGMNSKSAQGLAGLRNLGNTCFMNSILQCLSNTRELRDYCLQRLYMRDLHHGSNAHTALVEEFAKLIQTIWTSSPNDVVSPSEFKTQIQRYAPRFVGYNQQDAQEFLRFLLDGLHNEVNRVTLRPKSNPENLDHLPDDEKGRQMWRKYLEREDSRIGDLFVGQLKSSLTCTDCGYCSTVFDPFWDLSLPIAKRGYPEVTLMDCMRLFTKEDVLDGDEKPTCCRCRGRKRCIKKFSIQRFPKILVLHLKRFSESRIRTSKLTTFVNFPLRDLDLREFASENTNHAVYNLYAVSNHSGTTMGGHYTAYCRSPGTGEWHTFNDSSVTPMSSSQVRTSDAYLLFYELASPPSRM
#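 Cell-free coupled assay: 10nM USP2 core preincubated 30min RT with compound in Tris-HCl pH 8.0/CaCl2/CHAPS buffer, then 25nM Ub-CHOP2 and 25nM reporter substrate; fluorescence (Ex 485/Em 531) read after 60min RT, normalized to NEM inhibition, concentration-response curves fitted.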
# Eya2 phos inh – inhibitors of human Eya2 phosphatase activity | O00167 | recombinant Eya2, OMFP fluorescence dephosphorylation (OMFP is methylfluorescein phosphate) | Potency, µM (top dose mostly 76.9 µM), without a hit: top-dose activity, negative = inhibition, actives largely listed as inhibitors | 330,000 compounds, 0.006% hits | AID 488837; note: potency is the fitted concentration of half-maximal effect; % is set by controls: 0 for no effect and ±100 for the full control effect
#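 Eya2 (0.2 uM) preincubated 10 min at ambient with compound, then OMFP substrate added at 50 uM; 10 min reaction in 50 mM HEPES pH 7.5, 50 mM NaCl, 5 uM MgCl2, 0.05% BSA, 1 mM DTT. Fluorescence read at Ex 485/Em 525 nm.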
# TSHR antag – antagonists of human thyroid stimulating hormone receptor. activity change, negative = inhibition, % at 11.5 µM. 330,000 compounds, 0.2% hits. TSHR-expressing cells, TSH-stimulated cAMP HTRF, 2 h; hits give low values;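 active = activity change below a set negative limit, meaning inhibition stronger than a set level, cut at about -70% in these data; inconclusive = activity change between two set negative limits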; note: % is set by controls: 0 for no effect and ±100 for the full control effect
#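 Cell-based HTRF cAMP assay; TSHR cells + compound, TSH EC80 (4nM final), 2 h, 37 deg C. Lysis with anti-cAMP cryptate and cAMP-d2, 30 min RT, read 665/620 nm.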
# GALK inhibitor – blocks human galactokinase activity. P51570. Purified GALK, Kinase-Glo residual ATP luminescence. Potency, µM (titrated, usually from 57.5 µM), for inactives: at the highest dose activity change, negative = inhibition, actives largely listed as inhibitors. 270,000 compounds, 0.007% hits. AID 1868; note: potency is the fitted concentration of half-maximal effect; % is set by controls: 0 for no effect and ±100 for the full control effect
# Target sequence (P51570 whole entry, looked up): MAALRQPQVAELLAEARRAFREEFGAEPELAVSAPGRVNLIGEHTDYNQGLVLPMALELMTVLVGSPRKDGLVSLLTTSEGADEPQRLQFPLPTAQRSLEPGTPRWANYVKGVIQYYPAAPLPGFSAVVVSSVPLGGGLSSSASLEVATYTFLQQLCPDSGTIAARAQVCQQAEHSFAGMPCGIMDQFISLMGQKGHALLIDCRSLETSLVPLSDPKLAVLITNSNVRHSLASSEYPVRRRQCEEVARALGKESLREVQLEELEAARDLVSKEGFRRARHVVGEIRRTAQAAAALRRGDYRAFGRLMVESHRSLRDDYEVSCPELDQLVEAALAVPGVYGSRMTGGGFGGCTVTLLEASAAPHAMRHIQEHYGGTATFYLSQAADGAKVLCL
#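 GALK at 5 nM final was combined with compound, 35 uM ATP and 100 uM galactose in HEPES pH8.0 with MgCl2 and DTT. The reaction ran one hour at room temperature before luminescent ATP detection.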
# Menin-MLL TR inh – displaces Texas Red mutant MLL peptide from human menin. O00255. Menin + Texas Red MLL mutant peptide, fluorescence polarization. Potency, µM (series often up to 61.6 µM), inactives show at the top dose FP activity change, negative = inhibition, most hits filed as inhibitors. 270,000 compounds, 0.23% hits. AID 1768; active = well fitted inhibition curve with a large enough effect in the polarisation, with a control signal flat, not every such curve was filed as active; inconclusive = small, poorly fitted or top-dose-only effect, or effect the other way, or a change in a side signal; inactive = no such curve, though single readings can be large or run the other way; the % refers to the polarisation; note: potency is the fitted concentration of half-maximal effect; % of control where 0% means no effect; many of its hits are not listed in these tables
# S-ASM inh – inhibitors of human secretory acid sphingomyelinase | P17405 | placental ASM, HMU-PC fluorogenic substrate, 60 min | Potency, µM (series often up to 57.5 µM), for the others: top-dose activity change, negative = inhibition, hits mostly inhibitors | 340,000 compounds, 0.006% hits | AID 504937; note: potency is the fitted concentration of half-maximal effect
#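 Human placenta-derived ASM preincubated with compound 10 min at room temperature, then reacted with 9 uM (final) fluorogenic HMU-PC substrate for 60 min at 37 C. Stop solution raises pH to 10; fluorescence read at Ex 386/Em 447 nm.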
# MBNL1 CUG block – inhibitors of human MBNL1 binding to CUG repeat RNA; TR-FRET MBNL1-His/biotin-(CUG)12 binding, 665/545 ratio; Potency, µM (top dose mostly 57.5 µM), inactives show at the highest dose activity change, negative = inhibition, usual class: inhibitors; 280,000 compounds, 0.036% hits; AID 2675; active = well fitted inhibition curve with a large enough effect in the signal ratio, with a control signal flat, not every such curve was filed as active; inconclusive = small, poorly fitted or top-dose-only effect, or effect the other way, or a change in a side signal; inactive = no such curve, though single readings can be large or run the other way; the % refers to the signal ratio; note: potency is the fitted concentration of half-maximal effect; % is set by controls: 0 for no effect and ±100 for the full control effect
#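 Compound titration spanned 92 nM–58 uM against the MBNL1-His/biotin-(CUG)12 complex. After 60 min at room temperature with 5 nM streptavidin-XL665 and 0.055 ng/ul terbium anti-His, ratiometric 665/545 nm emission (Ex 340 nm) normalized to controls.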
# BCR signal inh – inhibitors of chronic active B-cell receptor signaling; ABC-DLBCL IkBa-CBG/CBR reporter, luminescence ratio, 4 h; Potency, µM (doses to about 46.1 µM), inactives show at the highest dose ratio change, negative = lower green/red ratio, usual class: inhibitors; 340,000 compounds, 0.05% hits; active = well fitted inhibition curve with a large enough effect in the signal ratio, with a control signal flat, not every such curve was filed as active; inconclusive = small, poorly fitted or top-dose-only effect, or effect the other way, or a change in a side signal; the % refers to the signal ratio;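 note: potency is the fitted concentration of half-maximal effect; plate controls were basal doxycycline-induced cells for no effect and cells given 10 µM MG132 for full effect; MG132 reads +100%, hits lower the ratio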
#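 Doxycycline induced both beetle luciferases in TMD8 lymphoma cells; IKK-driven degradation limits the IkappaBalpha-fused green signal, while red luminescence normalises for cell number and nonspecific effects. Compounds tested up to 46 uM, 4 hrs.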
# PKM2 act – increases activity of human pyruvate kinase M2; P14618; 260,000 compounds, 0.34% hits; purified PKM2, Kinase-Glo ATP luminescence, activation; response scale: 0% is enzyme alone, no compound; Potency, µM (series often up to 57.5 µM), for the others: at the highest dose activation, usual class: activators; note: potency is the fitted concentration of half-maximal effect; % is set by controls: 0 for no effect and ±100 for the full control effect; nearly all actives have a fitted effect of over 55% in size
#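 ATP formation by purified human PK-M2, quantified via coupled luciferase luminescence after 1 h at room temperature with 0.1 mM ADP and 0.5 mM PEP final.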
# hERG WT inh – inhibitors of human wildtype KCNH2 potassium channel; Q12809; U2OS, BacMam KCNH2, thallium flux FluxOr; hits give low values; activity change, % at 1.84 µM; 340,000 compounds, 0.37% hits; AID 720551;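 active = maximum activity change below -70%; inconclusive = maximum activity change between -70% and -50%; inactive = maximum activity change above -50%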; note: % is set by controls: 0 for no effect and ±100 for the full control effect
#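 U2OS cells transduced with wild-type KCNH2 virus are loaded with FluxOr dye for 45 min, and thallium flux is measured in kinetic reads before and after stimulation buffer. Rate constants are normalized to DMSO controls.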
# Mito fusion act – mitochondrial division inhibition or fusion activation; S. cerevisiae fusion-defective mutant growth rescue, CellTiterGlo 48 h; Potency, µM (titrated, usually from 46.1 µM), for the others: at the top dose growth rescue (activation), usual class: activators; 320,000 compounds, 0.23% hits;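 note: potency is the fitted concentration of half-maximal effect; % of control where 0% means no effect; nearly all actives have a fitted effect of over 45% in size; temperature-sensitive fusion mutants such as fzo1-1 at 37 °C on non-fermentable ethanol glycerol medium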
#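 Growth-rescue viability read-out: after 48 h at the non-permissive 37C in glycerol/ethanol YPEG, yeast mitochondrial fusion mutants are measured by CellTiterGlo luminescence; compounds (23 nl pinned per well) restoring growth score as division inhibitors or fusion activators.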
# * hit, by the source's call; ? = inconclusive; nt = not tested or not shown; [ ] = dose if it differs, or a comment. Unless noted, calls come from the whole dose curve; as a rule, active = well fitted curve in the direction sought with a large enough effect; inconclusive = small, poorly fitted or top-dose-only effect, or another doubt; inactive = no such curve, though single readings can be large; an effect the other way counts as inactive or inconclusive. This is a subset (hit frequency here may not be typical).
smiles	USP2a block	Eya2 phos inh	TSHR antag	GALK inhibitor	Menin-MLL TR inh	S-ASM inh	MBNL1 CUG block	BCR signal inh	PKM2 act	hERG WT inh	Mito fusion act
CC1CCCCN1S(=O)(=O)c1ccc(N(C(=O)c2cnccn2)C(C(=O)NC2CCCCC2)c2cccs2)cc1 (stereo not drawn)	1%	-11%	-13	2%	6%	-1%	-2%	?	-4%	-71*	-2%
CCCC(=O)c1cn(CC(=O)OC)c2ccccc12	4%	-4%	-2	6%	3%	2%	6%	?	-4%	2	2%
CC(=O)COC(=O)C1CCN(S(=O)(=O)c2cc([N+](=O)[O-])ccc2Cl)CC1	0%	1%	-9	-1%	nt	3%	?	-10%	12%	-6	4%
CCOC(=O)c1cc(CC)sc1NC(=O)c1ccc([N+](=O)[O-])c(N2CCOCC2)c1	2%	5%	21	-3%	12%	nt	?	3%	-19%	-12	5%
C/C(=N\NC(=O)c1ccccc1Cl)c1ccccn1	3%	-3%	5	nt	?	4%	-1%	?	nt	0	-35%[inhibitor]
Cc1cc(C)c(NC(=O)/C=C\C(=O)O)c([N+](=O)[O-])c1	3%	4%	-6	0%	2%	1%	5%	5%	8%	6	0%
COc1ccc(/C=N/NC(=O)c2nn(-c3ccc(C)c(C)c3)c(=O)c3ccccc23)cc1	1%	-18%	-3	2%	-1%	-28%	?	?	-2%	16	-4%
Cc1ccc2nc(N3C(=O)C(O)=C(C(=O)c4ccco4)C3c3ccc(O)cc3)sc2c1 (stereo not drawn)	-4%	-10%	18	3%	?	nt	26%	?	nt	nt	4%
Cc1nn(-c2ccccc2)c(C)c1/C=C/C(=O)OC(C)C(N)=O (stereo not drawn)	3%	1%	16	-2%	16%	-3%	0%	?	1%	1	1%
O=C(C1CCCN(Cc2cc(Br)ccc2O)C1)N1CCCCC1 (stereo not drawn)	4%	12%	5	1%	?	0%	-3%	-1%	nt	18	2%
O=C(Cc1ccc(F)cc1)Nc1c(C(=O)N2CCN(c3ncccn3)CC2)oc2ccccc12	1%	2%	-2	0%	0%	-1%	-1%	13%	-11%[0.46 µM]	1	5%
Cc1oc2c(cc(NS(=O)(=O)c3cccs3)c3ccccc32)c1C(=O)OC(C)C	-11%	-5%	11	0%	?	-16%	-19%	-3%	27%	-18	16%
CCc1nnc(NC(=O)CSc2nnc(-c3ccccc3O)n2-c2ccc(C)cc2C)s1	nt	nt	nt	5%	-20%	-20%	-2%	nt	13%	1	-21%
Cc1ccc(Oc2ncnc(N)c2[N+](=O)[O-])cc1C	0%	2%	-3	0%	9%	1%	?	?	-5%	-6	-4%
COc1ccc(NC(=O)Cn2c(-c3ccccc3)cn(-c3ccc(C)cc3)c2=O)cc1	-6%	-4%	-4	1%	-2%	-1%	1%	?	-3%	-10	-3%
CC(C)(C)c1ccc(NC(=O)NCc2ccco2)cc1	-6%	-20%	-3	0%	8%	-1%	-7%	2%	-4%	-7	-2%
O=C(COc1ccc(CO)cc1Cl)Nc1ccc(F)cc1	0%	5%	-2	1%	1%	3%	-11%	?	2%	3	0%
CC(C)(CC(=O)O)CC(=O)Nc1cc(C(F)(F)F)cc(C(F)(F)F)c1	0%	?	2	-1%	nt	-4%	nt	7%	5%	3	-3%
COc1ccc(NC(=O)CSc2nnc(C3CCCCC3)n2N)cc1	-1%	-3%	-1	3%	nt	-2%	-1%	-2%	-6%	0	1%
Nc1cc(C(=O)OCC(=O)NCCNC(=O)COC(=O)c2ccc(Cl)c(N)c2)ccc1Cl	1%	-13%	1	9%	-2%	5%	-2%	-16%	nt	-2	-3%
CN(CC(=O)Nc1ccc(F)cc1)C(=O)COC(=O)/C=C/c1ccccc1[N+](=O)[O-]	0%	6%	10	nt	nt	-5%	nt	0%	nt	-6	0%
CC(=O)Nc1cccc(C(=O)N2CCN(S(=O)(=O)Cc3ccccc3)CC2)c1	0%	3%	-3	nt	nt	1%	nt	?	nt	-2	nt
O=C(c1ccco1)N1CCN=C1SCc1ccccc1Cl	-1%	2%	-8	2%	5%	-5%	19%	?	17%	7	-3%
COc1ccccc1NS(=O)(=O)c1cc(C(=O)NCCC(C)C)ccc1F	-20%	-7%	28	12%	-18%	0%	0%	-1%	?	-9	-3%
O=C(NC1CCCCC1)c1cc(-c2ccccc2Cl)on1	3%	-13%	-18	-3%	-14%	3%	-5%	?	nt	-2	3%
Cc1csc(NC(=O)CSc2nc3ccccc3s2)n1	-1%	16%	-7	-1%	11%	-5%	1%	?	2%	-7	2%
CC(=O)NCCc1ccc(S(=O)(=O)N2CCN(c3nc(-c4ccccc4)c(C)s3)CC2)cc1	-2%	-1%	1	nt	41%[activator]	2%	9%	?	nt	11	-11%
CCN(c1ccccc1)S(=O)(=O)c1ccc(OC)c(NC(=O)C2=NN(c3ccccc3)C(=O)CC2)c1	1%	-18%	-3	nt	nt	2%	nt	11%	nt	-2	-10%
COc1cc(NC(=O)c2ccnn2C)c(OC)cc1Cl	1%	-8%	-4	7%	10%	-4%	-8%	-1%	-1%	4	-5%
CCOC(=O)C1C(=O)C=C(c2ccc([N+](=O)[O-])cc2)CC1c1ccccc1 (stereo not drawn)	-2%	-5%	-12	1%	-18%	-6%	?	8%	2%	1	?
CCC(=O)Nc1cccc(NC(=O)CSc2nnnn2Cc2ccccc2)c1	1%	-6%	6	-1%	13%	0%	2%	-4%	0%	-7	0%
CCNC(=O)CN(CCc1ccccc1)S(C)(=O)=O	0%	2%	-8	0%	6%	-2%	-7%	?	0%	0	1%
N#Cc1ccccc1S(=O)(=O)N1CCN(CC(=O)NCC2(N3CCOCC3)CCCCC2)CC1	-4%	-6%	5	nt	nt	11%	nt	4%	nt	-6	0%
Cc1ccc(C)c(C(=O)COC(=O)CCN2C(=O)C3C4CCC(C4)C3C2=O)c1 (stereo not drawn)	1%	10%	-9	-3%	-15%	-1%	3%	4%	-3%	-13	-6%
COc1ccc(CCN2C(=O)N(c3ccc(OC)cc3)C(=O)C2CC(=O)Nc2ccccc2)cc1 (stereo not drawn)	0%	16%	-1	0%	26%	?	-9%	-2%	3%	3	23%
O=C(COc1ncnc2ccccc12)NCc1ccc2c(c1)OCO2	-1%	1%	4	0%	0%	3%	2%	-6%	1%	8	-1%
CCCCOC(=O)c1ccc(NC(=O)c2ccccc2OC)cc1	3%	-5%	-10	3%	19%	-3%	?	?	12%	-1	?
CCN(CC)S(=O)(=O)c1ccc(NC(=O)c2cccc3c2C(=O)N(CCOC)C3)cc1	1%	15%	-31	-1%	0%	12%	?	-1%	-3%	2	-4%
CCc1cc2c(NCc3ccccc3)nc(C)nc2s1	-1%	7%	-44	0%	-2%	-2%	-3%	?	3%	3	-27%
CCC(C(=O)NC1CC(C)(C)NC(C)(C)C1)c1ccccc1 (stereo not drawn)	-1%	10%	-2	8%	11%	-10%	2%	0%	-3%	6	0%
CCc1ccc(CNC(=O)C2CC(=O)N(C3CCCC3)C2)cc1 (stereo not drawn)	3%	1%	-5	-1%	-2%	3%	-8%	8%	0%	1	12%
CCSc1nc2sc3c(c2c(=O)n1-c1ccc(C)cc1)CCN(C)C3	3%	11%	-11	-4%	-28%	1%	12%	2%	nt	-2	6%
Cc1c(F)cccc1NS(=O)(=O)c1ccc2c(c1)c(=O)n(C)c(=O)n2C	-3%	-27%	2	1%	0%	-3%	nt	?	3.5µM*	11	-20%
O=C(O)c1c[nH]c2c(C(F)(F)F)cccc2c1=O	-1%	-4%	-3	-1%	-8%	11%	-6%	-2%	-2%	6	0%
